Assay outcomes as filed in PubChem.
Nrf2 block: Nrf2 qHTS screen for inhibitors. A549 ARE-Fluc reporter, luciferase luminescence, 18-24 h. Potency, µM (doses to about 46 µM), for the others: at the top dose activity change, negative = inhibition, most hits filed as inhibitors. 360,000 tested, 2.1% active; note: potency is the fitted concentration of half-maximal effect; % is set by controls: 0 for no effect and ±100 for the full control effect; nearly all actives have a fitted effect of over 60% in size
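In this cell-based qHTS, ARE-driven firefly luciferase in A549 cells reports Nrf2 activity; the luminescent signal after BugLite lysis is the measured value, with a prior CellTiter-Fluor read for cell health.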
TGFb inhibitor: qHTS for Inhibitors of TGF-b; 410,000 tested, 1.2% active; Potency, µM (series often up to 46.1 µM), without a hit: at the highest dose activity, negative = inhibition, actives largely listed as inhibitors; HepG2 CAGA-GFP TGF-b/SMAD3 reporter, GFP fluorescence, 18 h; TGF-beta stimulated, 500 pg/mL final; note: potency is the fitted concentration of half-maximal effect; % is set by controls: 0 for no effect and ±100 for the full control effect; nearly all actives have a fitted effect of over 65% in size
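Using HEPG2 CAGA-GFP reporter cells at 1000 cells/well, we pinned test compounds, stimulated with recombinant TGF-beta (500 pg/mL final) and measured total well GFP after 18 h.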
CCT modulator: High-Throughput Screening for Modulators of Cytosolic Chaperonin Activity; purified chaperonin ATPase assay, HTRF ADP detection, 30 min; activity change, % (no concentration beside the values), hits read low; 360,000 tested, 0.3% active; AID 651819, 2012; in the data active = activity change below about -30%; note: % is set by controls: 0 for no effect and ±100 for the full control effect
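TRiC (40 or 20 nM final, by batch activity) in 30 mM Tris pH 7.4, 100 mM KCl, 5 mM MgCl2, 1 mM DTT was treated with compound at 76 uM single dose, then 10 uM ATP, 30 min at 37 °C. ADP was read by HTRF Transcreener.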
HepG2 tox: qHTS for Inhibitors of TGF-b: Cytotox Counterscreen | 410,000 tested, 0.76% active | HepG2 CAGA-GFP viability, ATP luminescence, 18 h | Potency, µM (series often up to 46.1 µM), without a hit: at the top dose activity change, negative = cytotoxicity, usual class: cytotoxic; note: potency is the fitted concentration of half-maximal effect; some results filed as inactive show a strong effect at the top dose
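CellTiter-Glo luminescence gave cytotoxicity after 18 hours at 37 degrees C. The cells were HepG2 CAGA-GFP in 1% FBS DMEM, stimulated with 500 pg/mL TGF-beta after compound addition. %Activity was normalised to no-cell wells (complete cell-killing) and DMSO (no toxicity), and curves were fitted and classified.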
A549 viability: Nrf2 qHTS screen for inhibitors: counterscreen for cytotoxicity; A549 ARE-Fluc cells, CellTiter-Fluor viability, 18-24 h; Potency, µM (titrated, usually from 46 µM), for inactives: at the highest dose activity change, negative = cytotoxicity, most hits filed as inhibitors; 390,000 tested, 0.16% active; AID 504648, 2011; note: potency is the fitted concentration of half-maximal effect; % is set by controls: 0 for no effect and ±100 for the full control effect
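A549 ARE-Fluc cells in 5% FBS OPTI-MEM, 5000 cells/well, rested 2 h then exposed to compounds in concentration-response for 18-24 h at 37 °C. Viability by CellTiter-Fluor fluorescence (Ex 405/Em 525) after 30 min; luciferase luminescence (BugLite, 15 min, RT) read afterwards.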
MmCpn inh: Inhibitors of TCP-1 ring complex (TRiC) of Methanococcus maripaludis (MmCpn): qHTS. AID 504842, 2011. purified Mm-Cpn ATPase, ADP Transcreener TR-FRET. 330,000 tested, 0.031% active. Chaperonin Mm-Cpn (Methanococcus maripaludis). Potency, µM (titrated, usually from 76.9 µM), inactives show top-dose activity, negative = inhibition, most hits filed as inhibitors; note: potency is the fitted concentration of half-maximal effect; % is set by controls: 0 for no effect and ±100 for the full control effect; nearly all actives have a fitted effect of over 80% in size
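Quantitative HTS used 25 nM Mm-CPN and 10 uM ATP in magnesium/KCl Tris buffer, pH 7.4, with 1 mM DTT. Hydrolysis ran 30 min at 37°C; ADP was read by HTRF.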
Nrf2 activator: qHTS of Nrf2 Activators | AREc32 ARE-luciferase reporter (MCF7-derived line), luminescence, 24 h | Potency, µM (series often up to 46.1 µM), for inactives: at the top dose activation, most hits filed as activators | 410,000 tested, 0.31% active | AID 624171, 2012; note: potency is the fitted concentration of half-maximal effect; % of control where 0% means no effect; nearly all actives have a fitted effect of over 65% in size
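Each well held 1000 AREc32 cells, which were incubated with compound for 24 hr at 37 deg C after overnight attachment, and ARE reporter activity was quantified by firefly luciferase luminescence.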
ATXN viability: Viability Counterscreen for Primary qHTS for Inhibitors of ATXN expression; S2 cells (HEK-293 line with an ATXN2-luciferase reporter) viability, CellTiter-Fluor protease fluorescence, 24 h; Potency, µM (highest dose often 56.7 µM), actives largely listed as cytotoxic; 400,000 tested, 0.49% active; AID 651635, 2014; note: potency is the fitted concentration of half-maximal effect; nearly all actives have a fitted effect of over 40% in size
pAkt inh: HTS Assay for Inhibitors of Akt Phophorylation: Primary Screen | 360,000 tested, 0.32% active | Neuro2A IGF-stimulated pAkt S473 HTRF, 20 min; stronger effect = lower value | activity change, % for hits at 50 µM; in the data active = activity change below about -80%; inconclusive = mostly about -51% to -80%; note: % is set by controls: 0 for no effect and ±100 for the full control effect
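Neuro2A cells in DMEM with 0.5% FBS, overnight at 37 deg C, given compound at single 50 µM final, then IGF (6 nM final) for 20 min at 37 deg C. Lysed; phospho-Akt Ser473 by HTRF after 24 h, 665/615 ratio.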
* marks the source's active call; other numbers are inactive results; i = inactive; ? = inconclusive; · = no result given; & = joins results of further samples; [ ] = dose if it differs, or a comment. Unless noted, calls come from the whole dose curve; as a rule, active = well fitted curve in the direction sought with a large enough effect; inconclusive = small, poorly fitted or top-dose-only effect, or another doubt; inactive = no such curve, though single readings can be large; an effect the other way counts as inactive or inconclusive.

Structure | Nrf2 block | TGFb inhibitor | CCT modulator | HepG2 tox | A549 viability | MmCpn inh | Nrf2 activator | ATXN viability | pAkt inh
O=C(Nc1ccc(Cl)c(C(F)(F)F)c1)[C@@H]1CC=C[C@@H]2CCN(Cc3ccc(Cl)c(Cl)c3)C(=O)[C@@H]21 | 12µM* | ? | -0.6 | -8%&-27% | -11% | · | 0.3% | i | i
CCOC(=O)c1sc2ncn(CC(=O)NCC3CCCO3)c(=O)c2c1C (centres undefined) | ? | -2% | -3.5 | -7% | -4% | 1% | 0.4% | i | i
COc1ccc(CN=CC2=C(O)CNC2=O)cc1 | 6% | 1% | -0.6 | -7% | -1% | 0% | 2.1% | i | i
Nc1nc(SCC(=O)NC2CCCC2)[nH]c(=O)c1NC(=O)c1cccs1 | 2% | 4% | -3.1 | -4% | 5% | 0% | 0.0% | i | i
O=C(/C=C/[C@H]1O[C@@H](n2ccc(=O)[nH]c2=O)[C@H](O)[C@@H]1O)NCCCc1ccccc1 | · | ? | 2.1 | 4% | · | · | -0.8% | i | i
COc1ccc(/C(O)=C2/C(=O)C(=O)N(c3nc(C)c(C)s3)C2c2ccco2)cc1 (centres undefined) | -17% | 19% | -3.3 | -26% | -24% | -17% | 5.5% | i | ·
O=C1C2CC=CCC2C(=O)N1c1ccc(Cc2ccncc2)cc1 (centres undefined) | 9.2µM* | -27% | -3.7 | 3% | -16% | 1% | -0.7% | i | i
O=c1ccnc(S/C=C/c2ccccc2)[nH]1 | 7% | -2% | -3.3 | -7% | -6% | -2% | 2.1% | i | i
O=C(CNC(=O)c1cccc(Br)c1)N/N=C/c1cn[nH]c1-c1ccccc1 | ? | -18% | 1.1 | -2% | 4% | 1% | 4.3% | i | i
CCCOc1cccc(C(=O)N(Cc2sccc2C)C2CCS(=O)(=O)C2)c1 (centres undefined) | 16% | · | · | 0% | 3% | · | 5.0% | · | ·
O=C(NCc1ccccc1)c1onc(CS(=O)(=O)c2ccc(Cl)cc2)c1C(=O)NCc1ccccc1 | ? | -1% | -0.6 | -19% | -8% | -1% | -0.7% | ? | i
CC(C)C(=O)Nc1cccc(-c2csc(-c3ccccc3)n2)c1 | 5% | 38%[activator] | -3.6 | -12% | 6% | -9% | 5.1% | i | i
O=C(Nc1cc(S(=O)(=O)N2CCOCC2)ccc1N1CCCC1)c1ccc(F)cc1 | 7% | 2% | 1.4 | 9% | -7% | -1% | -0.4% | ? | i
CC1CCN(C(=O)CCNS(=O)(=O)c2ccc(Cl)cc2)CC1 | -2% | -22% | -0.1 | -1% | 0% | ? | 0.0% | i | i
CN(C)c1ncnc2c1ncn2[C@H]1CN(Cc2ccccc2)C[C@@H](CO)O1 | · | 3% | -0.3 | -1% | · | · | -0.5% | i | i
OC(c1ccccc1)(c1ccccc1)c1nccn1-c1ccccc1 | 0% | -6% | -3.2 | -10% | -9% | · | 0.4% | i | i
O=C(COc1ccc(S(=O)(=O)NC2CCCCC2)cc1Cl)NCC1CCCO1 (centres undefined) | -6% | -13% | 1.3 | 8% | 3% | 1% | 4.0% | i | i
COc1ccc(OC)c(NC(=O)N2CCCC(C)C2)c1 (centres undefined) | -11% | -13% | 0.8 | -20% | -4% | 1% | 0.5% | i | i
CCOC(=O)c1cc([N+](=O)[O-])c([N+](=O)[O-])cc1NC(C)=O | -26% | -8% | 0.6 | -30% | -11% | -1% | ? | i | i
Nc1ncn(C(=S)Nc2ccccc2)n1 | -3% | 8.9µM* | -0.5 | -47% | -2% | · | 12% | ? | i
CCN(CC)S(=O)(=O)c1cccc(C(=O)OCC(=O)c2ccc3c(c2)OCCO3)c1 | 13% | 6% | -1.3 | 3% | 3% | -2% | 2.0% | i | i
Cc1cc(/C=N/n2cnnc2)c(C)n1-c1ccc(Cl)cc1Cl | ? | ? | -5.1 | -40% | 0%[1.84 µM] | -1% | 3.6% | i | i
Cc1ccc(-c2csc(NC(=O)c3ccccc3F)c2C(=O)O)cc1 | ? | 2% | 0.5 | -21% | -14% | -1% | -0.4% | i | i
COCCN1C[C@@H](CO)O[C@@H](n2cnc3c(NC4CCC4)ncnc32)C1 | · | 2% | -1.2 | 6% | · | · | 3.2% | i | i
O=C(COC(=O)c1ccc(S(=O)(=O)N2CCCC2)cc1)Nc1ccccc1 | 13% | 4% | 0.7 | 3% | 4% | 0% | -0.8% | ? | i
CC1(C)OC(=O)C(=CNc2ccccc2)C(=O)O1 | 4% | 4% | -1.2 | -20% | -2% | 2% | 0.1% | ? | i
Cn1c(=O)c2c(nc(SCC(=O)NCc3ccc4c(c3)OCO4)n2Cc2ccc(Cl)cc2)n(C)c1=O | 6% | -3% | -1.9 | -2% | 9% | -1% | -0.4% | i | i
CCc1cc2c(=O)nc3n(c2s1)Cc1ccccc1/C3=C(/O)c1cccc([N+](=O)[O-])c1 | 17% | 9% | 0.2 | -6% | -2% | 0% | 3.5% | i | i
CC(=O)N1CCN(c2ccc(C(N)=O)cc2[N+](=O)[O-])CC1 | 3% | 1% | 0.7 | 5% | -6% | 0% | 0.1% | i | i
COc1ccc(N2C(=O)C3C4C=CC(C4)C3C2=O)c(OC)c1 (centres undefined) | · | -3% | -0.3 | -3% | -2% | -1% | 0.1% | i | i

(listing goes on)
Structure | Nrf2 block | TGFb inhibitor | CCT modulator | HepG2 tox | A549 viability | MmCpn inh | Nrf2 activator | ATXN viability | pAkt inh
CCOc1cc(Br)c(COc2ccc(C)nc2[N+](=O)[O-])cc1OCC | 0% | -35% | -0.9 | -5% | 2% | 0% | 19% | i | i
Cc1cc(C(=O)COC(=O)c2ccco2)c(C)n1Cc1ccco1 | 6% | -1% | -3.7 | 38% | 6% | 0% | -0.3% | i | i
CCn1c(N)c(C(=O)NC)sc1=S | 11% | 8% | 1.8 | 11% | 9% | 0% | -0.6% | i | i
CC(=O)NC(CC(=O)N1CCCC1)c1ccccc1 (centres undefined) | 7% | -4% | -1.9 | -1% | -9% | · | 0.0% | i | i
CCCOc1ccc(CN(CCC#N)C(=S)NC(=O)c2ccccc2)cc1 | -8% | 0% | 1.4 | -18% | -2% | 0% | 13% | · | i
O=C(Nc1ccon1)c1nc[nH]c1C(=O)N1CCc2ccccc2C1 | 11% | -2% | -0.4 | -3% | 8% | 0% | -0.6% | i | i
COc1cc(NC(=O)CSc2ccccc2)c(C(=O)O)cc1OC | 11% | 3% | 0.5 | 2% | 13% | -1% | -0.4%[9.22 µM] | i | i
CC(=O)Nc1ccc(S(=O)(=O)NCC(=O)NNC(=O)c2csc(N3CCOCC3)n2)cc1 | -6% | 9% | -2.0 | 1% | 1% | 1% | -0.3% | i | i
Cc1cc(C)c(C#N)c(SCS(=O)c2ccc(C(C)(C)C)cc2)n1 (centres undefined) | -13% | -3% | -7.6 | -1% | 1% | 1% | -0.8% | i | i
S=c1[nH]nc(Cc2ccccc2)n1-c1ccccc1 | -1% | 15% | 1.7 | -2% | -7% | 2% | -0.8% | i | i
CCCCN(CC(=O)NCCOC)C(=O)Cn1nnc2ccccc21 | 0% | 0% | -3.8 | 0% | -1% | 2% | -0.5% | i | i
COc1ccc(N(CC(=O)N/N=C/c2cccs2)S(=O)(=O)c2ccc(OC)c(OC)c2)cc1 | 5% | 9% | -0.3 | -15% | 14% | -2% | 0.1% | i | i
O=C(O)CC/C(=N\NC(=O)CNC(=O)/C=C/c1ccccc1)c1ccccc1 | 2% | 14% | -0.9 | 3% | -4% | 2% | -0.1% | i | i
CCCCCOc1ccc(C(=O)NCC(=O)NCC(=O)OCC)cc1 | -6% | 2% | -1.2 | -2% | -21% | ? | -0.4% | i | i
CC(C)Cn1c(=O)c2ccccc2c2ccccc2c1=O | 3% | -24% | 2.3 | -32% | 13% | 3% | 3.3% | i | i
Cc1nc2c(-c3ccccc3)c(C)nn2c(C)c1CCC(=O)NC(C)c1ccccc1 (centres undefined) | -20% | ? | · | -7% | -18% | · | -0.2% | ? | ·
Nc1nc2ccccc2n1C(=O)c1cccs1 | ? | -13% | -9.2 | -57% | 1% | -4% | 12% | i | i
COc1ccc(CNC(=O)CN=C2NC(=O)C(c3ccccc3)(c3ccccc3)N2)cc1 | 12% | 0% | -1.2 | -1% | -9% | -1% | 1.6% | ? | i
COc1cccc(CN2CCSCC2)c1OC | -5% | 9% | -1.9 | 1% | -5% | -5% | -0.4% | i | i
COc1cccc(N2CCN(C(=O)c3cnc4c(-c5ccccc5)c(C)nn4c3C)CC2)c1 | ? | 20% | · | 2% | 14% | · | 0.2% | · | ·
COc1cccc(N2CCN(C(=O)NC3CCCCC3)CC2)c1 | -4% | -17% | -3.1 | 11% | -10% | -8% | 3.3% | i | ·
CC(=O)OC(C)C(=O)NS(=O)(=O)c1ccc(C)cc1 (centres undefined) | -17% | 26% | 0.1 | 13% | 8% | -1% | -0.3% | i | i
CSc1ncc(Cl)c(C(=O)Nc2ccc(C)c(C)c2)n1 | -3% | 0% | 0.7 | 3% | 6% | 2% | 8.0% | i | i
CCOc1ccc(NC(=O)c2sc3nc4n(c(=O)c3c2C)CCCC4)cc1 | ? | -8% | · | -2% | 22% | · | 0.6% | · | ·
O=C(NCc1ccccc1)C(=O)NCC1OCCN1S(=O)(=O)c1ccc(Br)cc1 (centres undefined) | ? | -28% | -1.3 | -26% | -1% | 0% | -0.3% | i | i
Cc1cc(C)n(-c2nc(C)c(C)c(=O)n2CC(=O)Nc2ccc([N+](=O)[O-])cc2)n1 | · | 8% | · | 10% | -9% | · | 0.4% | · | ·
